# RSV antiviral HEp-2: RSV antiviral activity via CPE protection, HEp-2 cells, primary 10 µM value included (AID 2391); HEp-2 cells, RSV-induced CPE inhibition; higher % means a stronger effect; CPE inhibition, % at 10 µM, or IC50 in µM where a hit was titrated; 0.13% of 310,000 active; in the data active = a potency from the dose series; inconclusive = CPE inhibition mostly from about 23% at the one dose, without a potency; inactive = the rest, 99 in 100 with CPE inhibition below about 21%; note: strong numbers were not always called active
# CSM14.1 death rescue: rescue of cells from ER stress-induced death, primary screen, 384-well, CSM14.1, thapsigargin, ATP luminescence (AID 1222) | CSM14.1 thapsigargin-induced death rescue, ATP luminescence; higher % means a stronger effect | cellular ATP content (survival), % at 20 µM, or EC50 in µM where a hit was titrated | 190,000 tested, under 10 active;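 active = EC50 below 50 µM in the dose-response confirmation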;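 note: death triggered by thapsigargin at about 15 µM added after 2 h compound pretreatment; cell ATP read after overnight thapsigargin exposure of roughly 18 to 22 hours; normalized against plate controls of thapsigargin alone and 5% DMSO vehicle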
# WT yeast gro inh: growth inhibition of WT strain, primary screen, mitochondrial fusion inhibitor project, WT and mutant strains, chemical genetic; mitochondrial fusion phenotypic screen; 2.1% of 190,000 active; inhibition, % at 10 µM; in the data active = inhibition above about 58%; tested in S. cerevisiae
# Yfh1-depleted yeast: enhancers of respiration in Yfh1-depleted yeast, dose response, Friedreich's ataxia, plus single-dose screen (AID 1465); S. cerevisiae Yfh1-off respiration, WST-1 reduction, 72 h; higher fold induction means a stronger effect; fold induction at 50 µM; hits with a dose series show EC50 in µM; 0.074% of 220,000 active;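 active = fold induction of absorbance versus untreated yeast above a set limit, then at least 30% activation at any dose in follow-up; inconclusive = repeats straddling the limit, or above it without dose testing; inactive = fold induction below the set limit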;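 note: activators that raise dye reduction in frataxin-depleted yeast; strong numbers were not always called active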
# XIAP displacement: XIAP antagonists, biochemical, IAP family, fluorescence polarization (AID 1018); XIAP BIR domain, fluorescence polarization peptide displacement; higher % means a stronger effect; displacement, % at 20 µM, or IC50 in µM where a hit was titrated; 0.007% of 200,000 active; in the data active = displacement above about 50%; note: a part of the inactive calls stands beside numbers as strong as those of hits
# West Nile antiviral: West Nile virus antiviral activity, cell-based, CPE readout (AID 1621); West Nile virus-infected cells, CPE inhibition; higher % means a stronger effect; CPE inhibition, % at 10 µM; hits with a dose series show IC50 in µM; 0.02% of 290,000 active; in the data active = a potency from the dose series; inconclusive = CPE inhibition mostly from about 3.7% at the one dose, without a potency; inactive = the rest, 99 in 100 with CPE inhibition below about 2.2%; note: strong numbers were not always called active
# NS5 inhibitors: Dengue-2 NS5 methyltransferase inhibitors, primary screen, biochemical, confirmation dose response (AID 588689) | Genome polyprotein (Dengue virus type 2 (strain 16681-PDK53)) | Dengue-2 NS5 methyltransferase capping enzyme assay, biochemical; higher % means a stronger effect | one-dose inhibition, % at 25 µM; IC50 in µM for titrated hits | 0.3% of 340,000 active; in the data active = a potency from the dose series; inconclusive = inhibition above about 29% without an active follow-up result
# SV40 large T antigen: SV40 large T antigen inhibitors, biochemical (AID 1903); SV40 large T antigen ATPase/helicase inhibition assay; higher % means a stronger effect; inhibition, % at 20 µM; hits with a dose series show IC50 in µM; 0.39% of 310,000 active; in the data active = a potency from the dose series; inconclusive = inhibition mostly from about 32% at the one dose, without a potency; inactive = the rest, 99 in 100 with inhibition below about 32%; note: strong numbers were not always called active
# UTI89 phage lysis: inhibition of K1F phage lysis, E. coli UTI89, bacterial capsule biogenesis inhibitors, alamar blue (AID 488966); 0.02% of 340,000 active; E. coli UTI89 K1F phage lysis, alamar blue, 2 h; higher % means a stronger effect; inhibition, % at 100 µM, or IC50 in µM where a hit was titrated;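 active = phage lysis inhibition, versus mean bacterial control, above a set limit; inconclusive = no clear call, values can overlap the other calls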;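 note: capsule biogenesis inhibitors block K1F phage lysis so surviving cells raise fluorescence; higher fluorescence means more inhibition of phage lysis; actives were called in the ten point dose series up to 300 µM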
# WT yeast gro inh mutant strain: further read-out of WT yeast gro inh, marked with its call; inhibition, %; mitochondrial fusion phenotypic screen, mutant strain inhibition
# NS5 inhibitors pilot replicate: recorded beside NS5 inhibitors, whose call it bears; inhibition, %; measured here: pilot screen replicate inhibition
# An asterisk follows results filed as active; i = inactive; ? = inconclusive; nt = not tested or not shown; [ ] = dose if it differs, or a comment.
SMILES,RSV antiviral HEp-2,CSM14.1 death rescue,WT yeast gro inh,WT yeast gro inh mutant strain,Yfh1-depleted yeast,XIAP displacement,West Nile antiviral,NS5 inhibitors,SV40 large T antigen,UTI89 phage lysis,others
COc1ccc(NC(=O)NCCCCc2ccccc2)c(OC)c1,1.9%,nt,nt,nt,nt,nt,-0.5%,1%,11%,1.8%[50 µM],
Cc1cc2oc3c(c(=O)c2cc1C)C(c1ccc(F)cc1)N(CCCN1CCOCC1)C3=O (stereo unspecified),2.3%,-0.6%,10,9,i,-3.8%,-0.4%,-1%,6%,10%,
COc1ccc(CCN2CC(C(=O)N3CCC(O)(c4ccccc4)CC3)CCC2=O)cc1 (stereo unspecified),-0.7%,nt,nt,nt,nt,nt,0.7%,3%,3%,-0.1%,
CC(=O)Nc1ccc(Nc2nnc(-c3ccc(O)cc3)c3ccccc23)cc1,2.1%,nt,nt,nt,nt,nt,1.1%,-1%,26%,-0.3%,
O=C(CN1CCOCC1)n1c2ccccc2c2ccccc21,3.3%,1.8%,4,-6,i,-0.7%,0.7%,-8%,15%,0.2%,
O=C(c1ccc(S(=O)(=O)N2CCCC2)cc1)N1CCN(Cc2ccc3c(c2)OCO3)CC1,4.8%,0.7%,-12,11,i,-5.8%,-0.2%,-3%,6%,-0.1%,
Cc1cccc(S(=O)(=O)NC2CCCCCCC2)c1,2.9%,nt,nt,nt,nt,nt,-1.4%,-7%,3%,-0.1%,
O=C(COc1cccc(C(F)(F)F)c1)Nc1ccc(S(=O)(=O)N2CCCC2)cc1,2.0%,-3.0%,-28,-8,i,-3.1%,0.0%,-8%,-2%,i,
Cc1cc(OCC(=O)NCCCn2ccnc2)c2c(C)cc(=O)oc2c1,-0.3%,nt,nt,nt,nt,nt,-0.2%,6%,12%,0.2%,
CCN(Cc1ccccc1)C(=O)C1CCN(C(=O)Nc2ccccc2)CC1,0.8%,nt,nt,nt,nt,nt,0.2%,-7%,4%,1.5%,
Cc1cc(S(=O)(=O)ON2C(=O)c3ccccc3C2=O)ccc1F,0.9%,nt,nt,nt,nt,nt,-0.2%,>100µM*,36%,-0.7%,
CCOc1cccc2sc(N(CCN(C)C)C(=O)/C=C/c3cccs3)nc12,15%,nt,nt,nt,nt,nt,1.6%,-14%,10%,2.6%,
COc1ccc(CN(C(=O)c2cccs2)c2ccccc2C(=O)O)cc1,2.3%,nt,nt,nt,i,nt,0.5%,-3%,20%,-0.1%,
CCOc1cc(/C=C2\N=C(SC)SC2=O)cc([N+](=O)[O-])c1OC(C)=O,0.1%,2.2%,14,0,nt,-2.0%,nt,69%,30%,-0.6%[50 µM],
Cc1cc(/C=C2\C(=N)N3N=C(S(C)(=O)=O)SC3=NC2=O)c(C)n1Cc1ccccc1,1.9%,-1.0%,20,-2,i,-6.4%,1.1%,8%,13%,-0.4%,
CCOC(=O)C1=C(C)N(c2ccccc2)C(=O)/C1=C\c1ccc(O)c(OC)c1,4.8%,nt,nt,nt,i,nt,0.4%,-6%,47µM*,0.2%,
Clc1ccc(C2=NCCN2)cc1,1.9%,0.7%,-18,10,i,-5.2%,-0.3%,5%,12%,0.1%,
CCOC(=O)c1sc2ncnc(NCC(c3cccs3)N(C)C)c2c1C (stereo unspecified),?,2.1%,14,18,i,-4.7%,-0.8%,-14%,8%,0.2%,NS5 inhibitors pilot replicate=1.5
COc1cc(CN2CCC(CO)(CCOc3ccccc3)CC2)cc(OC)c1OC,0.1%,2.0%,-2,0,i,-3.9%,-0.3%,-4%,23%,0.5%,
COc1ccc2cc(CCNC(=O)C(C)(C)C)c(=O)[nH]c2c1,2.4%,nt,-13,-4,i,-4.9%,0.1%,-2%,4%,-2.2%,
COc1ccc(Br)cc1C(=O)Nc1cccc(-c2nnc(-c3ccco3)o2)c1,3.5%,nt,nt,nt,i,nt,?,1%,nt,1.6%,
Oc1cc2c(cc1C(c1ccc(Br)cc1)N1CCCC1)OCO2 (stereo unspecified),nt,0.1%,21,53,i,-5.9%,0.9%,10%,10%,-2.8%,
CCc1ccc(NC(=O)C/C(C)=N/NC(=O)COc2ccccc2C)cc1,1.1%,nt,nt,nt,nt,nt,-0.3%,2%,8%,-0.1%,
CN(C)c1ccc(O)c2c1CC1CC3C(N(C)C)C(=O)C(C(N)=O)=C(O)[C@@]3(O)C(=O)C1=C2O (stereo partly specified),4.1%,nt,nt,nt,i,nt,-0.1%,4%,20%,-14%,
O=C(c1ccc(S(=O)(=O)N2CCCC2)cc1)N1CCCC(C(F)(F)F)C1 (stereo unspecified),3.0%,nt,nt,nt,nt,nt,nt,-1%,8%,1.4%[50 µM],
O=C(O)c1ccc(-n2[nH]c3c(c2=O)CCCC3)cc1,0.0%,-1.3%,-4,15,i,-2.8%,0.4%,1%,10%,0.2%,
N#Cc1ccc(NC(=O)c2cccs2)nc1,2.4%,nt,nt,nt,nt,nt,0.1%,-2%,3%,0.0%,
COc1ccccc1CNC(=O)CS(=O)(=O)Cc1ccccc1,0.9%,nt,nt,nt,nt,nt,-0.2%,3%,22%,0.2%,
CCn1cc(C(=O)N2CCOCC2)c(=O)c2cc(S(=O)(=O)N(C)C)ccc21,0.0%,-0.4%,0,9,i,-1.6%,0.3%,-7%,1%,3.9%,
O=C1c2ccccc2C(=O)N1CCc1c[nH]c2ccc(O)cc12,0.2%,1.9%,-17,-9,i,-4.0%,0.4%,7%,60µM*,1.1%,
O=C(CS(=O)(=O)Cc1ccccc1)Nc1nnc(C(F)(F)F)s1,2.9%,nt,nt,nt,nt,nt,-0.7%,-9%,24%,0.2%,
Cc1ccc(S(=O)(=O)CCC(=O)OC(C)C(=O)NC2CCCCC2C)cc1 (stereo unspecified),-1.9%,nt,nt,nt,nt,nt,nt,-1%,13%,-0.3%,
CC(C)(C)NC(=O)CN(Cc1ccccc1)S(=O)(=O)c1ccccc1,1.1%,nt,nt,nt,nt,nt,-1.0%,6%,9%,0.2%,
Cn1nnc2cc(C(=O)N3CCCCCC3)ccc21,2.3%,-0.1%,11,-1,i,1.7%,0.3%,-7%,3%,1.2%,
Cc1ccc(S(=O)(=O)N/N=C/c2ccccc2O)cc1,-1.1%,nt,nt,nt,nt,nt,-1.4%,0%,3%,-0.4%[50 µM],
CCn1c(N)c(C(=O)N2CCOCC2)sc1=S,-0.3%,-0.3%,25,8,i,-0.5%,1.1%,0%,-10%,2.2%,
O=C(c1ccc(-c2ccccc2)c(F)c1)C1CCCN(C(=O)c2cncs2)C1 (stereo unspecified),20%,3.6%,-28,31,i,-5.8%,-1.1%,-5%,5%,-0.1%,
Cc1onc(-c2ccccc2)c1C(=O)n1nnc2ccccc21,0.9%,-1.9%,-2,3,i,-9.3%,1.3%,-18%,-1%,-0.1%,
O=C(CN(C(=O)CCC(=O)Nc1nccs1)c1cccc(F)c1)NCC1CCCO1 (stereo unspecified),3.5%,3.4%,4,-2,i,-9.3%,0.2%,-3%,7%,0.1%,
O=C1CC(NS(=O)(=O)c2cccnc2)CN1c1cccc(F)c1 (stereo unspecified),-1.9%,nt,nt,nt,nt,nt,nt,-8%,9%,1.5%[50 µM],
C=CCSc1nc2ccccc2c(=O)[nH]1,0.5%,0.3%,6,2,i,-7.2%,0.2%,1%,-7%,0.1%,
S=C1Cc2ccccc2N1,nt,nt,nt,nt,i,nt,?,1%,nt,-0.1%,
Cc1cccc(OCC(=O)NCC(c2cccs2)N2CCOCC2)c1 (stereo unspecified),-0.3%,nt,nt,nt,nt,nt,nt,-4%,7%,1.0%[50 µM],
O=C(CNC(=O)c1sc2ccccc2c1Cl)NCc1cccnc1,0.7%,nt,nt,nt,nt,nt,-0.3%,-1%,-1%,2.1%,
O=C(NCc1ccc(Cl)cc1)C(=O)NCC1OCCCN1S(=O)(=O)c1cccs1 (stereo unspecified),2.2%,nt,nt,nt,nt,nt,-1.0%,1%,14%,-0.1%,
O=C(Cc1n[nH]c(=O)c2ccccc12)OCC(=O)c1ccc(OC(F)F)cc1OC(F)F,0.5%,nt,nt,nt,nt,nt,nt,7%,9%,0.8%[50 µM],
Cc1ccc(S(=O)(=O)N(C)CCCC(=O)Nc2ccc(F)cc2)cc1,-0.2%,1.4%,-6,-8,i,-1.1%,-0.6%,1%,9%,0.2%,
COc1ccc(/C=C(\C#N)C(=O)OCC(=O)Nc2c(C)cccc2C(C)C)cc1,-0.1%,-2.6%,4,23,i,-4.4%,-0.5%,4%,6%,0.6%,
COc1ccc(C(=O)NCCCSc2ccccc2)cc1F,3.4%,nt,nt,nt,nt,nt,-0.6%,1%,9%,0.0%,
COC(=O)NNC(=O)COc1ccc(Br)c(C)c1,0.9%,2.6%,-6,4,i,-7.8%,-0.5%,-1%,-1%,3.9%,
Cc1ccc(C(=O)Nc2cc(C(F)(F)F)ccc2N2CCCCC2)cc1[N+](=O)[O-],0.3%,2.7%,18,17,i,-8.8%,-0.4%,1%,18%,1.6%,
COC1CCCCC1NS(=O)(=O)c1ccccc1 (stereo unspecified),0.3%,-3.4%,50,2,i,-3.0%,0.0%,-9%,17%,-0.1%,
CCOc1cccc(CNCc2cccnc2)c1OCc1ccccc1,0.7%,0.5%,6,4,i,0.6%,-1.0%,0%,8%,0.6%,
O=C(c1ccc(=O)[nH]c1)N1CCN(S(=O)(=O)c2cc(C(F)(F)F)ccc2Cl)CC1,1.4%,nt,nt,nt,nt,nt,-0.3%,-3%,1%,0.3%,
COc1ccc(CC2(CO)CCN(S(=O)(=O)N(C)C)CC2)cc1,1.5%,-1.4%,1,-4,i,-4.0%,0.5%,-5%,2%,0.2%,
Cc1ccc(C(=O)NCc2ccccn2)o1,0.9%,0.7%,-10,-10,i,-1.4%,-0.2%,3%,-5%,1.6%,
COCCCNC(=O)C1CCN(C(=O)c2cc3sccc3n2Cc2ccc(F)cc2)CC1,-1.4%,-0.2%,-10,2,i,-2.1%,-0.8%,1%,26%,0.6%,

# Structures shown so far containing a COOH group (2):
SMILES,RSV antiviral HEp-2,CSM14.1 death rescue,WT yeast gro inh,WT yeast gro inh mutant strain,Yfh1-depleted yeast,XIAP displacement,West Nile antiviral,NS5 inhibitors,SV40 large T antigen,UTI89 phage lysis,others
COc1ccc(CN(C(=O)c2cccs2)c2ccccc2C(=O)O)cc1,2.3%,nt,nt,nt,i,nt,0.5%,-3%,20%,-0.1%,
O=C(O)c1ccc(-n2[nH]c3c(c2=O)CCCC3)cc1,0.0%,-1.3%,-4,15,i,-2.8%,0.4%,1%,10%,0.2%,
